DT40 TDP1 no CPT: qHTS for Inhibitors of human tyrosyl-DNA phosphodiesterase 1 (TDP1): qHTS in cells in absence of CPT; DT40 Tdp1-/- hTDP1 cells, no CPT, ATP luminescence, 48 h; Potency, µM (series often up to 46.2 µM), for inactives: top-dose activity change, negative = growth inhibition, actives largely listed as inhibitors; hit rate 15% among 420,000; note: nearly all actives have a fitted effect of over 55% in size
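No-CPT arm: Tdp1-/-;hTDP1 DT40 cells (400/well) plus compounds, incubated ≥48 hr at 37 °C. Readout CellTiter-Glo luminescence.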
TDP1 inh: qHTS Assay for Inhibitors of Tyrosyl-DNA Phosphodiesterase (TDP1) | recombinant TDP1, AlphaScreen DNA substrate cleavage | Potency, µM (top dose mostly 130 µM), for inactives: top-dose activity change, negative = inhibition, hits mostly inhibitors | hit rate 0.28% among 350,000 | AID 485290, 2010; note: nearly all actives have a fitted effect of over 40% in size
Target sequence (Q9NUW8 whole entry, looked up): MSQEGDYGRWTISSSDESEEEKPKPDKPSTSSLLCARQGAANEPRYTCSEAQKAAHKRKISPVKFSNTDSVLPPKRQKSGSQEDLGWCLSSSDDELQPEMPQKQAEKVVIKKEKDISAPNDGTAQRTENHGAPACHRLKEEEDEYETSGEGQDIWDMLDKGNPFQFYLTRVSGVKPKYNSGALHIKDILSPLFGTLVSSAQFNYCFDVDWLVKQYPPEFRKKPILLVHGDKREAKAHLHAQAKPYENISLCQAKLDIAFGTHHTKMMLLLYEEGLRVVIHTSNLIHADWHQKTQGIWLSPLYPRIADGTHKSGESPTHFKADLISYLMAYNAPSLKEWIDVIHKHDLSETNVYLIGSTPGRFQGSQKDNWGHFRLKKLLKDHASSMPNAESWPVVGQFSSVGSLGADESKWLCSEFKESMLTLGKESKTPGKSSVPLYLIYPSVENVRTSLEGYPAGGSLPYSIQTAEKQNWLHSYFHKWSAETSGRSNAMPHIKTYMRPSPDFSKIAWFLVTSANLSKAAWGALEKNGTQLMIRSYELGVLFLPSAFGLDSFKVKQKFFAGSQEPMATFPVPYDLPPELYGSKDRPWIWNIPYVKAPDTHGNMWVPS
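Recombinant E. coli-expressed Tdp1 (1 nM) preincubated with compound 15 min at RT, then 5'-biotin/3'-phosphotyrosine-FITC DNA substrate (15 nM) added for 5 min. AlphaScreen beads (10 ug/ml) added, 10 min RT; tyrosine-FITC cleavage read as signal loss.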
TDP1 cell CPT: qHTS for Inhibitors of human tyrosyl-DNA phosphodiesterase 1 (TDP1): qHTS in cells in presence of CPT; chicken DT40 Tdp1-/-;hTDP1 cells + 20 nM CPT, ATP luminescence, 48 h; Potency, µM (highest dose often 46.2 µM), inactives show top-dose activity change, negative = growth inhibition, actives largely listed as inhibitors; hit rate 12% among 420,000; AID 686979, 2013; note: nearly all actives have a fitted effect of over 55% in size
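Chicken DT40 Tdp1-/- cells stably complemented with human TDP1 were seeded at 400 cells/well in medium containing 20 nM camptothecin, exposed to pin-transferred compounds, and grown at 37 °C for at least 48 hr. Viability was read as ATP luminescence.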
An asterisk follows results filed as active; ? = inconclusive; / = not tested or not shown; [ ] = dose if it differs, or a comment. Calls come from the whole dose curve; as a rule, active = well fitted curve in the direction sought with a large enough effect; inconclusive = small, poorly fitted or top-dose-only effect, or another doubt; inactive = no such curve, though single readings can be large; an effect the other way counts as inactive or inconclusive. % is set by controls: 0 for no effect and ±100 for the full control effect; potency is the fitted concentration of half-maximal effect. Not a hit list; any-hit rate near 18%.

| SMILES | DT40 TDP1 no CPT | TDP1 inh | TDP1 cell CPT |
| --- | --- | --- | --- |
| CCOC(=O)c1cccc(NC(=O)CCCn2c(=O)c3cccn3c3cccnc32)c1 | -21.0% | 4.8% | ? |
| O=C(NNC(=S)Nc1ccc(Br)cc1Cl)c1ccco1 | -8.5% | 4.1% | 1.8% |
| COc1ccc(C(=O)NC(CCSC)C(=O)N2CCCCCC2)cc1 (centres undefined) | -25.0% | -1.4%[0.0935 µM] | -3.4% |
| COc1ccc(CCC(=O)Nc2cc3c4c(c2)CC(=O)N4CCC3)cc1 | -6.5% | / | -5.5% |
| COc1ccc(-c2n[nH]c(C)c2-c2ccc(Cl)cc2)c(O)c1OC | ? | 5.5% | ? |
| O=C(NCC(=O)N1CCCC(C(F)(F)F)C1)c1cccs1 (centres undefined) | -10.0% | / | -12.7% |
| CCC(C(=O)Nc1ccc2[nH]ncc2c1)c1ccccc1 (centres undefined) | -8.2% | / | -9.8% |
| COCc1cc(C)nc2sc(C(=O)OC)c(N)c12 | -16.1% | -5.6% | -25.5% |
| O=C(Cn1c(C(=O)N2CCN(C3CCCC3)CC2)cc2sccc21)c1ccccc1 | ? | 4.9% | 18.4µM* |
| COC(=O)CNC(=O)C1Cc2ccccc2CN1S(=O)(=O)c1cccs1 (centres undefined) | -8.2% | 2.8% | -18.2% |
| CC1CCN(S(=O)(=O)c2cn(CC(=O)Nc3cccc(C(F)(F)F)c3)c(=O)c3ccccc23)CC1 | ? | 7.5% | -41.3% |
| CCOc1ccccc1Nc1nc(-c2sc(NC(=O)c3cccc(Cl)c3)nc2C)cs1 | ? | 2.0% | ? |
| CC(C)N(C(=O)CSc1nnc(C2CC2)n1C1CC1)c1ccccc1 | -14.7% | -5.0% | 2.8% |
| COc1cccc(Cn2c(=O)n(Cc3ccco3)c(=O)c3oc4ccccc4c32)c1 | 23.1µM* | 2.6% | ? |
| O=C(c1cnn(-c2nccc(-c3ccco3)n2)c1C1CC1)N1CCCCC1c1cccnc1 (centres undefined) | -8.2% | / | 14.3%[9.04 µM] |
| CC(=O)Oc1ccc2c(C)cc(=O)[nH]c2c1 | -1.4% | 4.2% | -7.2% |
| O=C(NCCCCNC(=O)c1ccccc1Cl)c1ccccc1Cl | -20.1% | / | -6.5% |
| COc1ccc(NC(=O)c2cc(-c3cccnc3)nc3c(C)c(C)ccc23)c(OC)c1 | ? | 3.2% | ? |
| COc1ccc(NC(=O)CN(C)C(=O)CCCc2nc3ccccc3s2)cc1 | ? | -1.6%[0.505 µM] | -28.3% |
| CCCCn1c(N)c(N(CCOC)C(=O)Cn2c(=O)cnc3ccccc32)c(=O)[nH]c1=O | 15.0% | -3.0% | -1.9% |
| COc1ccc(NS(=O)(=O)c2cc(C(=O)N3CCCCCC3)ccc2C)cc1 | -2.5% | 0.5% | ? |
| Cc1csc(CN(C)C(=O)CC2C(=O)NCCN2Cc2ccc(Cl)c(F)c2)n1 (centres undefined) | -4.7% | 4.7% | -2.6% |
| CN(C)CCNc1ncnc2c1ncn2[C@H]1CN(Cc2cccnc2)C[C@@H](CO)O1 | -14.6% | / | 1.4% |
| C=CCNC(=S)NNc1nc2sc3c(c2c(=O)[nH]1)CC(C)(C)OC3 | ? | 1.3% | 20.9% |

Exported with two lines to a compound: entries from further up
Value order – DT40 TDP1 no CPT	TDP1 inh	TDP1 cell CPT
COc1ccc(-c2n[nH]c(C)c2-c2ccc(Cl)cc2)c(O)c1OC
→ ?	5.5%	?
COCc1cc(C)nc2sc(C(=O)OC)c(N)c12
→ -16.1%	-5.6%	-25.5%
CCOc1ccccc1Nc1nc(-c2sc(NC(=O)c3cccc(Cl)c3)nc2C)cs1
→ ?	2.0%	?
COc1cccc(Cn2c(=O)n(Cc3ccco3)c(=O)c3oc4ccccc4c32)c1
→ 23.1µM*	2.6%	?
CCCCn1c(N)c(N(CCOC)C(=O)Cn2c(=O)cnc3ccccc32)c(=O)[nH]c1=O
→ 15.0%	-3.0%	-1.9%
Cc1csc(CN(C)C(=O)CC2C(=O)NCCN2Cc2ccc(Cl)c(F)c2)n1 (centres undefined)
→ -4.7%	4.7%	-2.6%

(list continues)
| SMILES | DT40 TDP1 no CPT | TDP1 inh | TDP1 cell CPT |
| --- | --- | --- | --- |
| Cc1cc(C(=O)N2CCCC(N3CCN(c4ccccc4C)CC3)C2)nc(C)n1 (centres undefined) | 5.2% | 5.2%[56.1 µM] | -3.7% |
| Cc1ccc(NC(=O)CCOc2ccccc2)cc1S(=O)(=O)Nc1ccccc1Cl | -25.4% | 2.7% | -1.1% |
| O=C(NCCc1nc(-c2ccccc2)no1)c1ccco1 | -16.1% | / | -4.7% |
| Cc1csc(SCC(=O)NCCc2ccc(Cl)cc2)n1 | -22.8% | 2.2% | -5.1% |
| Cc1ccc2ccccc2c1NC(=O)Cn1nnc(-c2cccnc2)n1 | -25.3% | -4.8% | 16.4% |
| Cc1cccc(N(CC(=O)NCc2ccco2)C(=O)CCC(=O)Nc2nccs2)c1 | -3.7% | 1.2% | -5.0% |
| Cc1nc2ccccn2c1C(=O)NCc1cccnc1 | 3.5% | 7.4% | -3.4% |
| CN(C)CC(C)(C)CNC(=O)c1cc(Br)cc(Br)c1O | 1.9% | 0.0% | -3.3% |
| CCOC(=O)Cn1ncn(-c2ccc(OC(F)(F)F)cc2)c1=O | -8.7% | 2.7% | -21.6% |
| O=C(NCCC1=CCCCC1)C(=O)NCC(c1ccco1)N1CCN(c2ccccc2F)CC1 (centres undefined) | ? | 0.0% | ? |
| Cc1nn(-c2ccccc2)c(C)c1C(=O)OCC(=O)Nc1ccccc1 | -26.7% | -1.2% | ? |
| C=CCn1c(COc2cccc3cccnc23)nnc1SCC(=O)O | 7.5% | 1.1% | 11.3% |
| CCc1ccc(NC(=O)N2CCN(Cc3cc(=O)n4nc(-c5ccccc5OC)sc4n3)CC2)cc1 | 14.6µM* | 2.7% | ? |
| Cc1c(C(=O)OCC(=O)Nc2c(C)n(C)n(-c3ccccc3)c2=O)oc2ccccc12 | 1.2% | -8.2% | -5.2% |
| CCOCC(=O)Nc1cc(OC)c(Cl)cc1OC | -4.9% | 2.3% | -3.0% |
| O=C(NCc1ccco1)C1CC(=O)N(c2cccc(Cl)c2)C1 (centres undefined) | -6.5% | / | 0.2% |
| CC1CCC(C(C)C)C(OCC(O)CN2CCOCC2)C1 (centres undefined) | -44.2% | 3.9% | -3.5% |
| NS(=O)(=O)c1ccc2nc(NC(=O)c3ccc4c(c3)OCCO4)sc2c1 | 16.2% | -7.3% | 16.7% |
| CC(C)Sc1ncnc2c1cnn2-c1ccccc1 | -28.2% | / | -7.5% |
| COc1ccc(C(=O)O)cc1S(=O)(=O)NC(C)C12CC3CC(CC(C3)C1)C2 (centres undefined) | 8.6% | 0.5%[56.1 µM] | 17.1% |
| CCCS(=O)(=O)N1CCN(CC2CC=CCC2)CC1 (centres undefined) | -5.0% | -5.9% | -12.7% |
| Cc1cc(=O)oc2cc(OCC(=O)Nc3cccnc3)ccc12 | ? | 1.3% | -16.7% |
| CC1Cc2ccccc2N1C1=CC(=O)CC(C)(C)C1 (centres undefined) | 3.8% | 1.8% | 22.8% |
| CC12CCC(=O)N1C(C(=O)NNC(=O)COc1ccccc1Cl)CS2 (centres undefined) | ? | 1.6% | ? |
| Cc1ccc(C2CC(=O)C=C(O)C2)cc1 (centres undefined) | -15.1% | 0.0% | -5.6% |
| O=C(NNc1c(Cl)cccc1Cl)c1sccc1Cl | 0.8% | 8.2% | 6.6% |
| COc1ccc(NC(=O)C(=O)NCC2(c3ccccc3)CCCC2)c(OC)c1 | ? | -4.7% | ? |
| Cc1nn2c(-c3cccnc3)ccnc2c1-c1ccccc1 | 23.1µM* | 0.0% | ? |
| CCNc1ncc2nc(-c3cc(F)cc(F)c3)c(=O)n(CCc3ccccc3)c2n1 | ? | / | ? |
| CC(=O)NS(=O)(=O)c1ccc(NC(=O)CCc2ccccc2)cc1 | -2.7% | 0.0% | 2.5% |
| COc1ccc(C(CCN(Cc2ccc(OC)c(OC)c2)C(C)=O)c2ccccc2)cc1 (centres undefined) | 20.6µM* | 0.0% | 20.6µM* |
| O=C(c1ccc(S(=O)(=O)Cc2ccccc2F)c([N+](=O)[O-])c1)N1CCCCCC1 | 23.1µM* | 2.5% | ? |
| COCCNC(=O)c1ccc2c(c1)CCN2S(C)(=O)=O | 1.9% | 1.1% | -17.4% |
| O=C(NCc1ccccc1)c1cc2ccc(O)cc2oc1=O | ? | 2.9% | ? |
| CCC(CC)C(=O)N(C)c1c(C)nc2c(OCCOc3ccc(F)cc3)cccn12 | 18.4µM* | / | 20.6µM* |
| O=C(OCC(=O)N1CCC(Cc2ccccc2)CC1)c1ccc(O)cc1 | ? | / | ? |
| Cc1c(C(=O)O)sc2nc3n(c(=O)c12)CCCCC3 | -3.1% | 1.0% | 2.6% |
| COc1ccc(N2CCN(Cc3nc4c(c(=O)[nH]c(=O)n4C)n3Cc3ccccc3)CC2)cc1 | -8.9% | 3.8% | 0.8% |
| Cc1ccn(CCC(=O)N2CCOc3ccc(C(O)C4CCCCC4)cc3C2)n1 (centres undefined) | ? | / | ? |
| CCCc1nn2c(=O)cc(CSCC(=O)Nc3cccc(C)c3)nc2s1 | 18.6% | 3.7% | -12.7% |
| COCCNC(=O)COC(=O)c1ccc(OCC(=O)Nc2ccccc2OC)c(OC)c1 | ? | 7.7% | ? |
| COc1cccc(-n2cnc3cccc(N)c32)c1 | ? | 9.3% | -31.0% |
| C[C@@H]1CN(Cc2ccc3c(c2)CN(Cc2cccc(O)c2)CCO3)C[C@H](C)O1 | ? | / | -1.0%[9.04 µM] |
| CCN1CCN(S(=O)(=O)c2ccc3[nH]c(=O)oc3c2)CC1 | -23.6% | -1.3% | -29.7% |
| COc1ccc2sc(-c3ccc(N(C)C)cc3)c(-c3cnc(OC)nc3)c2c1 | ? | 4.7% | ? |
| COc1cccc(NC(=O)Cn2nc(C)c3c(C)n(-c4ccccc4)nc3c2=O)c1 | -12.6% | 0.0% | -6.3% |
| COc1cc(F)ccc1-c1cc(C(=O)NCc2ccc(F)cc2)[nH]n1 | -25.4% | / | ? |
| NC1CCc2ccccc21 (centres undefined) | ? | / | -4.4% |
| Cc1nn2c(N)c(-c3ccccc3)cnc2c1-c1ccc(Cl)cc1 | ? | / | 16.4µM* |
| CCCN(CC1CC1)C(=O)COC(=O)c1ccc(CNS(=O)(=O)c2ccc(F)c(Cl)c2)cc1 | -10.8% | 3.0% | -15.2% |
| Cc1nnc(SCC(=O)Nc2nc3ccccc3s2)n(N)c1=O | -2.4% | 0.0% | -2.2% |
| O=C1CC[C@@H]2CC3(C[C@@H]4CCN1[C@H]24)Nc1ccccc1NC3=NC1CCCCC1 (some centres undefined) | -6.0% | / | ? |
| CN(Cc1ccccc1)c1ccc(/C=C/c2sc3ccccc3[n+]2C)cc1 | 0.112µM* | / | 0.0891µM* |
| CN(C(=O)COC(=O)c1n[nH]c2ccccc12)C1CCS(=O)(=O)C1 (centres undefined) | 7.8% | 0.0% | -6.7% |
| Cc1cnccc1NC(=O)c1cccs1 | -20.8% | 0.0% | 5.9% |
| CC1(C)Cc2[nH]c(=O)c(C#N)cc2CS1 | ? | 1.0% | 3.4% |

More results follow:
| SMILES | DT40 TDP1 no CPT | TDP1 inh | TDP1 cell CPT |
| --- | --- | --- | --- |
| CCN(CC)S(=O)(=O)c1ccc2oc(SCc3ccc(F)cc3)nc2c1 | 20.6µM* | -6.9% | ? |
| COc1cccc(C(=O)OC(C)C(=O)NCC2CCCCC2)c1 (centres undefined) | -0.7% | -1.8% | 10.4% |
| CC1(C)Cc2c(cnn2-c2ccccc2)C(NC(=O)CCc2ccc(=O)[nH]n2)C1 (centres undefined) | -1.5% | 1.2% | 15.0% |
| O=[N+]([O-])c1ccc(C(=S)N2CCN(Cc3ccccc3)CC2)cc1 | ? | 8.3% | ? |
| CC(C)(C)NC(=O)C1c2ccccc2OCC(=O)N1Cc1ccc2c(c1)OCO2 (centres undefined) | -9.0% | / | -28.9% |
| CC(=O)Nc1cccc(-c2ccnc3c2CC(C(=O)Nc2cccc(Oc4ccccc4)c2)O3)c1 (centres undefined) | ? | / | ? |
| CCOc1ccc2oc(=O)cc(CN3CCN(Cc4ccccc4)CC3)c2c1 | 23.1µM* | / | ? |
| O=C(c1ccc2snnc2c1)N1CCOCC1 | -10.0% | 6.6% | -16.8% |
| CCN(C(=O)CSc1nc(-c2ccccc2)no1)c1cccc(C)c1 | 1.46µM* | -2.9% | 1.64µM* |
| Cc1onc(-c2ccccc2Cl)c1C(=O)NC(=S)NCC(=O)c1ccccc1 | 1.2% | -1.2% | -16.4% |

High-throughput results from PubChem.
